# PLK1 PBD block: blocks phosphopeptide binding to human PLK1 polo-box domain | P53350 | Plk1 PBD binding of FITC phosphopeptide, fluorescence polarization | Potency, µM, for the others: max response, negative = inhibition, most hits filed as inhibitors | hit rate 2.8% among 360,000 | AID 720504; also: potency is read from the fitted curve at half-maximal effect; series mostly up to about 57 µM; % is scaled to controls: 0 for no effect and ±100 for the full control effect; nearly all actives have a fitted effect of over 65% in size
# Target sequence (P53350 whole entry, looked up, the tested form may be a part): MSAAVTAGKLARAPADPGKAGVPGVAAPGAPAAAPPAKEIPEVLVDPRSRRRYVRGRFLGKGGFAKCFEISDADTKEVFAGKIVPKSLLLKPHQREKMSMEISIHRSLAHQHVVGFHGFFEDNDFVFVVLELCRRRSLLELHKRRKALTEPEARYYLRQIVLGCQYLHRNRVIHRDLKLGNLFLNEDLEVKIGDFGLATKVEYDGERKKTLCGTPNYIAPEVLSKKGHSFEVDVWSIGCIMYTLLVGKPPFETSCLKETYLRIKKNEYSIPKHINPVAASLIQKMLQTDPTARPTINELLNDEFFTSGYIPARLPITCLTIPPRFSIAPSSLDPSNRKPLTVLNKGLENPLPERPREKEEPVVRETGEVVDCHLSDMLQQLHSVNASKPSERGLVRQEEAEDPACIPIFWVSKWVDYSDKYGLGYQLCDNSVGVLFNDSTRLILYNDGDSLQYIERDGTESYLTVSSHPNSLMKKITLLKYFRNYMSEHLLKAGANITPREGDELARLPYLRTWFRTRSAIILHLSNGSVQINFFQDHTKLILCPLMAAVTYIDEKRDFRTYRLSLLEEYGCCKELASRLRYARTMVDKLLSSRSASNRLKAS
# GLP1R inv ag: inverse agonists of human GLP-1 receptor; HEK293 GLP-1R CRE-luciferase, luminescence, 24 h; GLP-1R form is constitutively active; Potency, µM (doses to about 38.3 µM), without a hit: at the highest dose activity change, negative = inhibition, usual class: inhibitors; hit rate 1.6% among 410,000; AID 624417; also: potency is read from the fitted curve at half-maximal effect; % is scaled to controls: 0 for no effect and ±100 for the full control effect; nearly all actives have a fitted effect of over 55% in size
#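 Seeding at 200 cells/uL, 12 h culture, 24 hr compound treatment, then luciferase reagent and a luminescence read; cells are HEK293 stably expressing a constitutively active GLP-1R plus cAMP-responsive luciferase.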
# DRD3 antagonist: D3 dopamine receptor (human) antagonism; P35462; D3R cells, DiscoveRx beta-arrestin luminescence, antagonist mode; hits give low values; max response, negative = inhibition, %; hit rate 2.5% among 360,000; AID 652054; in the data active = max response below about -50%; inconclusive = no clear call, values can overlap the other calls; also: % is scaled to controls: 0 for no effect and ±100 for the full control effect; mostly tested at two doses, the higher about 12 µM
# Target sequence (P35462 whole entry, looked up): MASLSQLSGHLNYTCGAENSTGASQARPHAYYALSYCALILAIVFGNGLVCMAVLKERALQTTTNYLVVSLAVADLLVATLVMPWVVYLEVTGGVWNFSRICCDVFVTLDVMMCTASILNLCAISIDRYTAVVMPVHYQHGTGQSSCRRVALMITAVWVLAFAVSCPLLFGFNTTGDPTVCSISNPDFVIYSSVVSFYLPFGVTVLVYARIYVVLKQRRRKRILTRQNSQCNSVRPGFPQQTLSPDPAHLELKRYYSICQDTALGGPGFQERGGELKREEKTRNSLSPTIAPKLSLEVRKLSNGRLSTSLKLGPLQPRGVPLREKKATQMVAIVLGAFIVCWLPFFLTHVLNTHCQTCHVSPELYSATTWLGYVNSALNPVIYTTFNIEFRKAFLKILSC
#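 Cells plated overnight at 1500 cells/well, then exposed to library compounds with dopamine controls for 90 minutes at 37 degrees C. DiscoveRx reagent added for 30–60 minutes at room temperature; luminescence read, quantitative HTS format.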
# GLP1R ag: activates the human GLP-1 receptor; Potency, µM (titrated, usually from 45.6 µM), inactives show at the highest dose activation, usual class: activators; hit rate 0.007% among 380,000; HEK293 GLP-1R CRE-luciferase, luminescence, 4-6 h; cells express a hypersensitive GLP-1R form; also: potency is read from the fitted curve at half-maximal effect; % of control where 0% means no effect
# DRD3 agonist: activates the human D3 dopamine receptor | D3R DiscoveRx beta-arrestin cells, luminescence, 90 min | max activation, % | hit rate 0.58% among 410,000; in the data active = max activation above about 30%; also: 0% is about no effect; mostly tested at two doses, the higher about 12 µM
#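 Agonist mode: compounds and dopamine controls were applied to plated cells for 90 min at 37 degrees C after an overnight attachment at 1500 cells/well. Luminescent read-out followed 30 - 60 minutes at room temperature with DiscoveRx detection reagent.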
# HEK293 tox: cytotoxic in the GLP-1 receptor inverse agonist counter-screen; hit rate 0.13% among 410,000; AID 624418; Potency, µM (highest dose often 38.3 µM), inactives show top-dose activity change, negative = inhibition, usual class: inhibitors; HEK293 cAMP-luciferase reporter cells, luminescence, 24 h;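 also: loss of luciferase light is scored as toxicity; potency is read from the fitted curve at half-maximal effect; % is scaled to controls: 0 for no effect and ±100 for the full control effect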
#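 Here, cytotoxicity is scored as loss of luminescence. The MLSMR collection was tested on cells seeded in medium containing 10% Nu serum, with a 24 hr compound exposure preceded by 12 hours of culture.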
# WRN helicase inh: blocks human WRN helicase. Q14191. WRN helicase unwinding, fluorescent forked duplex, kinetic. Potency, µM (highest dose often 114 µM), without a hit: at the highest dose activity change, negative = inhibition, usual class: inhibitors. hit rate 0.46% among 360,000. AID 651768; also: potency is read from the fitted curve at half-maximal effect; % is scaled to controls: 0 for no effect and ±100 for the full control effect; nearly all actives have a fitted effect of over 55% in size
#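 Enzyme (20 nM final) and test compound sit together 15 min at room temperature before substrate addition. Substrate is a single-forked duplex oligonucleotide (100 nM) labelled with fluorophore and quencher, with 2 mM ATP; helicase unwinding raises red fluorescence, read kinetically.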
# PI5P4K alpha inh: blocks human PI5P4K alpha kinase activity. max response, %. PI5P4Kalpha enzyme, ADP-Glo luminescence, 60 min; hits give low values. P48426. hit rate 1.2% among 330,000; active = max response of -50% or lower; inconclusive = between -30% and -50%; inactive = -30% or higher; also: value at the top dose of about 77 µM; % is scaled to controls: 0 for no effect and ±100 for the full control effect
#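 Quantitative HTS of the MLSMR library against PI5P4Kalpha with substrate. ATP added last at 5 microM final; room temperature, 60 minutes. Remaining ATP depleted, ADP converted and read as luminescence.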
# IL-2 act: IL-2 activation; IL-2 activation reporter assay, cell-based qHTS; stimulated with anti-CD3/CD4/CD28 beads; in transgenic mouse T cells; activation, % (series mostly up to about 46 µM); hit rate 0.065% among 360,000; in the data active = activation above about 50%; inconclusive = mostly about 30% to 49%; also: 0% is about no effect
#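 Using fluorescent plate cytometry, EGFP and DsRed are detected in transgenic mouse T cells stimulated 18 h at 37 degrees C with antibody-coated beads after 60 min compound pretreatment.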
# * = called active by the depositor; ? = inconclusive; · = not tested or not shown; [ ] = dose if it differs, or a comment. Unless noted, calls follow the shape of the dose curve; as a rule, active = well fitted curve in the direction sought with a large enough effect; inconclusive = small, poorly fitted or top-dose-only effect, or another doubt; inactive = no such curve, though single readings can be large; an effect the other way counts as inactive or inconclusive. This is a random part of the collection; overall some 7.8% were active at least once.
# The opening two compounds as a preview:
item	Compound	PLK1 PBD block	GLP1R inv ag	DRD3 antagonist	GLP1R ag	DRD3 agonist	HEK293 tox	WRN helicase inh	PI5P4K alpha inh	IL-2 act
1	Cc1nn(C(C)C(=O)NC2CCCCC2)c(=O)c2nn(-c3ccccc3)c(C)c12 (centres undefined)	2%	8%	1	2%	-8	-3%	-4%	-2	0.5
2	Cn1c(SCC(=O)N2CCCCC2)nc2c(c1=O)SCC2	-2%	13%	12	15%	4	1%	-14%	-7	-4.0

# All compounds of this part, from the first entry:
item	Compound	PLK1 PBD block	GLP1R inv ag	DRD3 antagonist	GLP1R ag	DRD3 agonist	HEK293 tox	WRN helicase inh	PI5P4K alpha inh	IL-2 act
1	Cc1nn(C(C)C(=O)NC2CCCCC2)c(=O)c2nn(-c3ccccc3)c(C)c12 (centres undefined)	2%	8%	1	2%	-8	-3%	-4%	-2	0.5
2	Cn1c(SCC(=O)N2CCCCC2)nc2c(c1=O)SCC2	-2%	13%	12	15%	4	1%	-14%	-7	-4.0
3	COc1ccc2oc(=O)c(C(=O)NCc3cccnc3)cc2c1	-2%	9%	18	4%	-3	69%[activator]	-4%	3	0.9
4	Cc1cccc(OCCCN2CCCCCC2)c1	0%	7%	-51*	0%	-30	?	-4%[57.1 µM]	·	-4.2
5	N#Cc1ccc(C(=O)N2CCCCC2c2cc(C(=O)Nc3ccc4c(c3)OCO4)no2)cc1 (centres undefined)	3%	11%	0	7%	1	7%	-2%	0	0.1
6	COc1ccccc1N(C)S(=O)(=O)c1ccc(Cl)c(C(=O)Nc2ccncc2)c1	0%	?	15	-3%	1	0%	-5%	12	-3.3
7	COC(=O)C1=C(C(=O)OC)[C@@H]2N(Cc3ccccc3)c3ccccc3[C@@]23C[C@@H](C(=O)OC)N(C(=O)C2CCC2)C3=N1	-8%	19%	0	-2%	10	18%	3%	-13	-0.2
8	O=C(C1CCN(S(=O)(=O)c2c(Cl)cccc2Cl)CC1)N1CCCCCCC1	-2%	?	?	21%	-20	7%	-11%	2	0.3
9	C=C(C)C(=O)Nc1cccc(C2=NOC3(C2)C[C@@H](C(N)=O)N(C(=O)CC(c2ccccc2)c2ccccc2)C3)c1 (some centres undefined)	?	-3%	9	5%	5	2%	?	?	0.1
10	N#Cc1ccc(OCC(=O)NCC2(N3CCCCC3)CCCCC2)cc1	-13%	-9%	-12	4%	-4	16%	-3%	-5	0.5
11	COC(=O)[C@H](CC(C)C)NS(=O)(=O)c1ccccc1	-11%	13%	0	-2%	16	5%	-6%	1	1.8
12	COc1ccccc1S(=O)(=O)N(C)C[C@@H]1OCc2cnnn2CCCC(=O)N([C@H](C)CO)C[C@@H]1C	-14%	3%	-3	-3%	0	1%	-4%	7	-2.7
13	O=C(NCc1ccc(Cl)cc1)C(=O)NCC1OCCN1S(=O)(=O)c1cc(F)ccc1F (centres undefined)	4%	-15%	4	-11%	22	-4%	-13%	4	-1.3
14	Cc1nn(C)cc1NC(=O)CC12CC3CC(CC(C3)C1)C2	3%	3%	4	2%	0	-8%	4%	-3	1.1
15	Cc1ccccc1C1C(C#N)=C(N)N(N(C)C)C2=C1C(=O)CC(C)(C)C2 (centres undefined)	-9%	-1%	-9	16%	12	-4%	-2%[57.1 µM]	0	0.5
16	CCCCn1nc(C(=O)N(CC(C)C)c2c(N)n(CCCC)c(=O)[nH]c2=O)c2ccccc2c1=O	-2%	19%	6	-1%	1	-9%	-1%	-2	-3.7
17	NNC(=O)c1nc[nH]c1C(=O)Nc1ccccc1[N+](=O)[O-]	-26%	-26%	-4	13%	3	-3%	-9%[57.1 µM]	-12	3.2
18	CCC(C)NS(=O)(=O)c1ccc(OC)c(Cl)c1Cl (centres undefined)	-11%	?	-12	-2%	-1	-23%	1%	1	1.2
19	COC(=O)C(C)N1C(=O)S/C(=C\c2cc(C)n(-c3ccccn3)c2C)C1=O (centres undefined)	-7%	?	-16	1%	-5	-21%	-8%	-7	-1.5
20	COc1cccc(C2=CC(c3ccc(N(C)C)cc3)n3nnnc3N2)c1 (centres undefined)	5%	-4%	1	12%	-5	145%[activator]	-6%	-2	8.4
21	O=c1c2[nH]c3ccccc3c2nc(SCc2ccccc2F)n1-c1ccc(F)cc1	·	3%	·	13%	6	0%	·	·	·
22	COC(=O)C1=C(NC(=O)c2ccc(Br)cc2)CCS1	0%	8%	18	3%	10	11%	-6%	0	0.5
23	COC(=O)CNC(=O)CCCCC(=O)NCC(=O)OC	-4%	0%	-6	5%	4	3%	-18%	·	-3.4
24	Cc1ccc(C2=NOC(C)(c3nnc(-c4ccc(Cl)cc4)o3)C2)cc1 (centres undefined)	-5%	7%	2	-5%	-8	-13%	-2%	7	0.1
25	COc1ccc(-n2cnc(=S)[nH]c2=S)cc1	?	?	1	14%	22	?	?	?	-0.8
26	COC(=O)c1sc(-c2ccccc2)cc1NC(=O)c1cc(OC)cc(OC)c1	-1%	22%	2	-5%	3	-6%	-8%[57.1 µM]	6	-2.2
27	CCCCC(=O)Nc1ccc(C)c(S(=O)(=O)N2CCCCCC2)c1	-10%	?	6	7%	1	-5%	-16%	5	-2.4
28	Cc1c(NS(=O)(=O)c2cc(Br)cc3c2N(C(=O)C2CC2)CC3)c(=O)n(-c2ccccc2)n1C	-14%	3%	-26	2%	-4	-2%	-35%	-7	-1.0
29	CCCC(=O)Nc1sc(C)c(-c2ccc(C(C)CC)cc2)c1C#N (centres undefined)	3%	0%	41	-9%	30*	5%	-2%	·	1.5
30	COCCN(C(=S)Nc1ccc(C)cc1)C(C)c1cccnc1 (centres undefined)	-3%	-1%	-3	4%	-9	-13%	-15%	-4	-1.5

# Exported screen by screen: 5 of the compounds above
19) COC(=O)C(C)N1C(=O)S/C(=C\c2cc(C)n(-c3ccccn3)c2C)C1=O (centres undefined)
30) COCCN(C(=S)Nc1ccc(C)cc1)C(C)c1cccnc1 (centres undefined)
18) CCC(C)NS(=O)(=O)c1ccc(OC)c(Cl)c1Cl (centres undefined)
9) C=C(C)C(=O)Nc1cccc(C2=NOC3(C2)C[C@@H](C(N)=O)N(C(=O)CC(c2ccccc2)c2ccccc2)C3)c1 (some centres undefined)
16) CCCCn1nc(C(=O)N(CC(C)C)c2c(N)n(CCCC)c(=O)[nH]c2=O)c2ccccc2c1=O
compound no.	19	30	18	9	16
PLK1 PBD block	-7%	-3%	-11%	?	-2%
GLP1R inv ag	?	-1%	?	-3%	19%
DRD3 antagonist	-16	-3	-12	9	6
GLP1R ag	1%	4%	-2%	5%	-1%
DRD3 agonist	-5	-9	-1	5	1
HEK293 tox	-21%	-13%	-23%	2%	-9%
WRN helicase inh	-8%	-15%	1%	?	-1%
PI5P4K alpha inh	-7	-4	1	?	-2
IL-2 act	-1.5	-1.5	1.2	0.1	-3.7

# (list continues)
item	Compound	PLK1 PBD block	GLP1R inv ag	DRD3 antagonist	GLP1R ag	DRD3 agonist	HEK293 tox	WRN helicase inh	PI5P4K alpha inh	IL-2 act
31	COc1cc(CN2CCc3ccc(NC(=O)CCc4ccccc4OC)cc3C2)ccc1O	-10%	?	-62*	-2%	-14	-12%	1%	-9	-5.1
32	Cc1ccc(C)c(NC(=O)C2CC(O)CN2C(=O)Oc2ccccc2)c1 (centres undefined)	-4%	13%	7	-2%	20	3%	0%	5	0.9
33	CCOC(=O)c1sc(NC(=O)CSc2nc(-c3ccco3)cc(C(F)(F)F)n2)c(C#N)c1C	?	22%	-13	-1%	1	3%	-9%[57.1 µM]	·	-0.4
34	Cc1ccc(Nc2c3c(nc4ccccc24)CCC3)cc1F	·	?	·	-2%	-6	?	·	·	·
35	OC(c1cccs1)c1nccc2ccccc12 (centres undefined)	-17%	0%	23	14%	-2	-3%	-27%	-11	-0.3
36	CC(C)C[C@@]12C(=O)N(c3cccc(Br)c3)C(=O)N1[C@H](c1ccc(Cl)cc1)[C@@H]1C(=O)N(C3CCCCC3)C(=O)[C@@H]12	-7%	?	-20	-2%	-19	3%	-3%	-5	2.7
37	O=C(Nc1nccs1)C1CC(=O)N(CCc2ccc(F)cc2)C1 (centres undefined)	-16%	-19%	2	20%	-10	7%	-6%	-19	1.0
38	COc1cc2oc(=O)cc(CN(Cc3ccccc3)Cc3ccccc3)c2cc1Cl	-16%	?	0	0%	-2	1%	1%	2	0.2
39	O=C(CCN1C(=O)c2ccncc2C1=O)Nc1ccc(F)cc1	-3%	2%	0	0%	0	-14%	3%	9	1.7
40	CS(=O)(=O)c1nc(S(=O)(=O)c2ccc(Cl)cc2)c(NCc2ccccn2)s1	-8%	16%	10	9%	-3	36%[activator]	-1%	-4	0.0
41	COc1ccc(NC2=C(NC(C)=O)C(=O)c3ccccc3C2=O)cc1	-2%	-12%	?	3%	-22	?	-1%	-16	-4.6
